Screening results as filed in PubChem.
proCasp3 act – activators of human procaspase-3; recombinant procaspase-3 D3A, Ac-DEVD-pNA absorbance 405 nm; activation, % at 8.5 µM; actives 0.11% (n = 330,000); AID 463141;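 active = activation above the mean of all tested compounds plus 3 SD, cut at about 21% in these data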;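 note: 0% = DMSO alone and 100% = DMSO wells spiked with extra 5 µM PC-3 D3A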
Target sequence (P42574 whole entry D9A/D28A/D175A): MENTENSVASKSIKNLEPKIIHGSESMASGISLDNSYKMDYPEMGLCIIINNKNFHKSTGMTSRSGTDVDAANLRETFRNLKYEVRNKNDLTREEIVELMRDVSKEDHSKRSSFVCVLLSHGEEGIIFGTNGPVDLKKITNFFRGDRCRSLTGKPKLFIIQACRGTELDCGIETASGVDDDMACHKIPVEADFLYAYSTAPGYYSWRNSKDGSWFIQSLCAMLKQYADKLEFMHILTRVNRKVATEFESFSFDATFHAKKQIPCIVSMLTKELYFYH
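Assay system – Procaspase-3 D3A mutant, all three cleavage aspartates alanine · Controls – DMSO-only low control, 5 µM PC-3 D3A high control · Schedule – 1 h compound preincubation, 2 h substrate hydrolysis at 25 °C · Signal – 405 nm absorbance of p-nitroaniline, reads at 0 and 120 min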
AHR activator – human AHR activation; actives 2.5% (n = 320,000); P35869; AHR-responsive luciferase reporter cells, luminescence; AID 2796; activation, % at 5 µM; in the data active = activation above about 47%;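 note: 0% = vehicle wells and 100% = reference agonist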
AGP1 TOR yeast – yeast TOR pathway AGP1-GFP modulation; S. cerevisiae AGP1-GFP multiplex flow cytometry, 3 h; GFP as percent of DMSO wells; GFP response vs DMSO, % at 10 µM; actives 0.02% (n = 320,000);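 active = GFP response relative to DMSO above a set limit, near screen average plus 3 SD, cut at about 150% in these data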;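 note: median GFP channel fluorescence of the gated AGP1 strain per well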
RPL19A-GFP yeast – modulators of TOR pathway RPL19A-GFP in S. cerevisiae; S. cerevisiae RPL19A-GFP strain, flow cytometry, 3 h; active compounds read low; actives 0.3% (n = 330,000); percent response vs DMSO, % at 10 µM;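 active = percent response vs DMSO below 50%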;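 note: median channel GFP fluorescence of the barcoded RPL19A-GFP strain; ratio of sample median GFP to plate DMSO average so 100% = DMSO; lower means less RPL19A-GFP as with rapamycin TOR inhibition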
MEP2 TOR yeast – alters MEP2-GFP fluorescence in TOR pathway yeast screen; S. cerevisiae MEP2-GFP strain, flow cytometry GFP, 3 h; 100% = DMSO control level; GFP response vs DMSO, % at 10 µM; actives 0.51% (n = 330,000); AID 2016;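 active = GFP response versus DMSO above a set limit, roughly screen mean plus 3 SD, cut at about 180% in these data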;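 note: median GFP fluorescence of the barcode-gated MEP2-GFP cells per well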
CIT2-GFP yeast – alters CIT2-GFP fluorescence in TOR pathway yeast screen | S. cerevisiae CIT2-GFP strain, flow cytometry, 3 h; 100 means same as DMSO wells | GFP response vs DMSO, % at 10 µM | AID 2029 | actives 0.065% (n = 320,000);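 active = GFP response relative to DMSO above a set limit, near the screen mean plus 3 SD, cut at about 150% in these data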;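 note: ratio of well median GFP fluorescence to mean of DMSO wells on the plate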
LAP4-GFP MLPCN – modulators of TOR pathway LAP4-GFP in S. cerevisiae | S. cerevisiae LAP4-GFP multiplex, flow cytometry GFP, 3 h; median GFP as percent of DMSO wells | GFP response vs DMSO, % at 10 µM | actives 0.34% (n = 320,000) | AID 2023;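 active = GFP response vs DMSO above a set limit, about the screen mean plus 3 SD, cut at about 150% in these data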
proCasp7 act – activates human procaspase-7, counter-screen for procaspase-3 activators; P55210; recombinant procaspase-7, Ac-DEVD-pNA absorbance 405 nm; D23A/D198A/D206A triple mutant, cannot self-cleave; scale: DMSO 0, 5 µM enzyme 100; activation, % at 8.5 µM; actives 0.093% (n = 330,000); AID 463210;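 active = percent activation above the screen-wide mean plus 3 SD, cut at about 25% in these data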
Target sequence (P55210 whole entry D23A/D198A/D206A): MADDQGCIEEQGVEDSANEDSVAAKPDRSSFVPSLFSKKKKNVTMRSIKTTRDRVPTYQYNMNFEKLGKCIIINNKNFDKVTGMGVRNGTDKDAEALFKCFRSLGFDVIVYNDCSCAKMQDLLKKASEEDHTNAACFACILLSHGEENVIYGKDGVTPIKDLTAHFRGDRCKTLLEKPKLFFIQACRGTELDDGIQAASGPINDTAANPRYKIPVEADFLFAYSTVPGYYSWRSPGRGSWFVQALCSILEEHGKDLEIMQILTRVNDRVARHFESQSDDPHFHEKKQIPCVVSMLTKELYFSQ
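Test system: Procaspase-7 triple mutant (PC-7 D3A). Also added: Ac-DEVD-pNA substrate, 400 µM as added. Schedule: 1 h enzyme–compound preincubation and 2 h substrate reaction, both 25 °C. Signal: p-Nitroaniline absorbance at 405 nm, read at 0 and 120 min. Control set: low DMSO alone, high DMSO plus 5 µM PC-7.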
Active calls of the source: *.

Screening O=C(Nc1ccc(N2CCOCC2)cc1)c1ccc(Cl)c(S(=O)(=O)N2CCCC2)c1 returned proCasp3 act 13, AHR activator -3, AGP1 TOR yeast 94, RPL19A-GFP yeast 93, MEP2 TOR yeast 88, CIT2-GFP yeast 96, LAP4-GFP MLPCN 93 and proCasp7 act 11.
Cc1sc(-c2ccccn2)nc1OC(=O)c1ccc(Cl)c(Cl)c1 was read as proCasp3 act -4, AHR activator 1, AGP1 TOR yeast 102, RPL19A-GFP yeast 102, MEP2 TOR yeast 102, CIT2-GFP yeast 114, LAP4-GFP MLPCN 81 and proCasp7 act 2.
`COc1cccc(NC(=O)CN(C)C(C)C(=O)Nc2ccc(C#N)cc2)c1` (stereo not drawn) gave proCasp3 act 5, AHR activator 20, AGP1 TOR yeast 104, RPL19A-GFP yeast 99, MEP2 TOR yeast 98, CIT2-GFP yeast 98, LAP4-GFP MLPCN 100 and proCasp7 act -2.
COc1ccc(C(=O)c2oc3ccc(Br)cc3c2NC(C)=O)cc1 was read as proCasp3 act 12, AHR activator 12, AGP1 TOR yeast 98, RPL19A-GFP yeast 96, MEP2 TOR yeast 99, CIT2-GFP yeast 99, LAP4-GFP MLPCN 96 and proCasp7 act 9.
Screening COc1cc(/C=N/NC(=O)c2ccccn2)ccc1OC(=O)c1ccc(Br)cc1 returned proCasp3 act -1, AHR activator 20, AGP1 TOR yeast 98, RPL19A-GFP yeast 107, MEP2 TOR yeast 105, CIT2-GFP yeast 88, LAP4-GFP MLPCN 65 and proCasp7 act 2.
Screening Cc1ccc(-n2nc(C)c(NC(=O)CCl)c2C)cc1 returned proCasp3 act 1, AHR activator 8, AGP1 TOR yeast 111, RPL19A-GFP yeast 103, MEP2 TOR yeast 108, CIT2-GFP yeast 109, LAP4-GFP MLPCN 105 and proCasp7 act 5.
`COc1cc(C(=O)N2CCN(c3ccccc3F)CC2)ccc1OCC(=O)N1CCOCC1` gave proCasp3 act 0, AHR activator -1, AGP1 TOR yeast 101, RPL19A-GFP yeast 102, MEP2 TOR yeast 96, CIT2-GFP yeast 100, LAP4-GFP MLPCN 98 and proCasp7 act 11.
For CCC(=O)N1CCN(c2ccc(NC(=O)c3cc4ccccc4o3)cc2)CC1 the results were proCasp3 act 4, AHR activator -8, AGP1 TOR yeast 93, RPL19A-GFP yeast 98, MEP2 TOR yeast 97, CIT2-GFP yeast 94, LAP4-GFP MLPCN 99 and proCasp7 act 8.
`CCCCCOC(=O)CCN1C(=O)/C(=C2\SC(=S)N(CCC(=O)OCCCCC)C2=O)SC1=S` gave proCasp3 act 9, AHR activator -4, AGP1 TOR yeast 123, RPL19A-GFP yeast 92, MEP2 TOR yeast 105, CIT2-GFP yeast 109, LAP4-GFP MLPCN 116 and proCasp7 act 6.
Cc1cccc(C)c1OCCSc1nc2ccccc2n1CC(=O)O was read as proCasp3 act 1, AHR activator 3, AGP1 TOR yeast 95, RPL19A-GFP yeast 96, MEP2 TOR yeast 98, CIT2-GFP yeast 97, LAP4-GFP MLPCN 86 and proCasp7 act -5.
Cn1ccnc1SCC(=O)Nc1ccc(Br)cc1C(F)(F)F was read as proCasp3 act 2, AHR activator 1, AGP1 TOR yeast 105, RPL19A-GFP yeast 103, MEP2 TOR yeast 111, CIT2-GFP yeast 111, LAP4-GFP MLPCN 103 and proCasp7 act -2.
Screening Cc1ccc(-c2cc(C(=O)Nc3cnn(C(C)C)c3)no2)cc1 returned proCasp3 act 4, AHR activator 3, AGP1 TOR yeast 103, RPL19A-GFP yeast 104, MEP2 TOR yeast 111, CIT2-GFP yeast 96, LAP4-GFP MLPCN 110 and proCasp7 act 12.
`O=C(Nc1ccc2c(c1)OCCO2)C(=S)NCc1ccccc1` gave proCasp3 act 2, AHR activator 5, AGP1 TOR yeast 92, RPL19A-GFP yeast 92, MEP2 TOR yeast 134, CIT2-GFP yeast 93, LAP4-GFP MLPCN 124 and proCasp7 act -7.
For O=C(C1CCCN(S(=O)(=O)c2cccc3cccnc23)C1)N1CCN(c2ccccc2F)CC1 (stereo not drawn) the results were proCasp3 act 5, AHR activator 1, AGP1 TOR yeast 108, RPL19A-GFP yeast 99, MEP2 TOR yeast 95, CIT2-GFP yeast 105, LAP4-GFP MLPCN 103 and proCasp7 act 3.
For CS(=O)(=O)N(CC(=O)NCc1ccccc1)Cc1ccc(Cl)cc1 the results were proCasp3 act -1, AHR activator -2, RPL19A-GFP yeast 93, MEP2 TOR yeast 97, CIT2-GFP yeast 98, LAP4-GFP MLPCN 94 and proCasp7 act 0.

Of the compounds above, three have fluorine.
`COc1cc(C(=O)N2CCN(c3ccccc3F)CC2)ccc1OCC(=O)N1CCOCC1` gave proCasp3 act 0, AHR activator -1, AGP1 TOR yeast 101, RPL19A-GFP yeast 102, MEP2 TOR yeast 96, CIT2-GFP yeast 100, LAP4-GFP MLPCN 98 and proCasp7 act 11.
Cn1ccnc1SCC(=O)Nc1ccc(Br)cc1C(F)(F)F was read as proCasp3 act 2, AHR activator 1, AGP1 TOR yeast 105, RPL19A-GFP yeast 103, MEP2 TOR yeast 111, CIT2-GFP yeast 111, LAP4-GFP MLPCN 103 and proCasp7 act -2.
For O=C(C1CCCN(S(=O)(=O)c2cccc3cccnc23)C1)N1CCN(c2ccccc2F)CC1 (stereo not drawn) the results were proCasp3 act 5, AHR activator 1, AGP1 TOR yeast 108, RPL19A-GFP yeast 99, MEP2 TOR yeast 95, CIT2-GFP yeast 105, LAP4-GFP MLPCN 103 and proCasp7 act 3.

Going on with the list.
`O=C1NCCN1CCNS(=O)(=O)c1ccc(F)c(Cl)c1` gave proCasp3 act 7, AHR activator 0, AGP1 TOR yeast 100, RPL19A-GFP yeast 99, MEP2 TOR yeast 93, CIT2-GFP yeast 94, LAP4-GFP MLPCN 107 and proCasp7 act -1.
`C/C=C/C(=O)OCC(=O)Nc1ccccc1Br` gave proCasp3 act 1, AHR activator -1, AGP1 TOR yeast 100, RPL19A-GFP yeast 97, MEP2 TOR yeast 97, CIT2-GFP yeast 91, LAP4-GFP MLPCN 105 and proCasp7 act 9.
For Cc1ccc(-c2csc3nc(-c4ccncc4)[nH]c(=O)c23)cc1 the results were proCasp3 act 1, AHR activator -3, AGP1 TOR yeast 101, RPL19A-GFP yeast 102, MEP2 TOR yeast 106, CIT2-GFP yeast 96, LAP4-GFP MLPCN 110 and proCasp7 act 4.
S=C(Nc1ccc(Cl)cc1)NC1CC2CCCC(C1)N2C1CCCC1 (stereo not drawn) was read as proCasp3 act -8, AHR activator 2, AGP1 TOR yeast 73, RPL19A-GFP yeast 108, MEP2 TOR yeast 95, CIT2-GFP yeast 67, LAP4-GFP MLPCN 95 and proCasp7 act -8.
`CCCCCn1c(=S)[nH]c2ncccc2c1=O` gave proCasp3 act -4, AHR activator -1, AGP1 TOR yeast 104, RPL19A-GFP yeast 95, MEP2 TOR yeast 99, CIT2-GFP yeast 114, LAP4-GFP MLPCN 99 and proCasp7 act -7.
COc1cc(C(=O)N(CCN(C)C)CC2CCCN(Cc3ccccc3F)C2)ccc1C (stereo not drawn) was read as proCasp3 act 4, AHR activator 2, AGP1 TOR yeast 90, RPL19A-GFP yeast 92, MEP2 TOR yeast 97, CIT2-GFP yeast 83, LAP4-GFP MLPCN 85 and proCasp7 act 1.
Screening Cc1cccc2cc(CN(CC3CCCO3)C(c3nnnn3Cc3ccco3)C(C)C)c(=O)[nH]c12 (stereo not drawn) returned proCasp3 act -7, AHR activator 37, AGP1 TOR yeast 97, RPL19A-GFP yeast 98, MEP2 TOR yeast 102, CIT2-GFP yeast 98, LAP4-GFP MLPCN 95 and proCasp7 act 0.
For CCOc1ncccc1C(=O)N1CCN(S(=O)(=O)c2ccccc2)CC1 the results were proCasp3 act 1, AHR activator -1, AGP1 TOR yeast 101, RPL19A-GFP yeast 94, MEP2 TOR yeast 109, CIT2-GFP yeast 106, LAP4-GFP MLPCN 113 and proCasp7 act -2.
CC(C)Cc1nnc(NS(=O)(=O)c2ccc([N+](=O)[O-])cc2)s1 was read as proCasp3 act -1, AHR activator -1, AGP1 TOR yeast 107, RPL19A-GFP yeast 107, MEP2 TOR yeast 107, CIT2-GFP yeast 110, LAP4-GFP MLPCN 102 and proCasp7 act 1.
`O=C(CCN1C(=O)C2C3CCC(C3)C2C1=O)Nc1cccc(Cl)c1` (stereo not drawn) gave proCasp3 act 5, AHR activator 5, AGP1 TOR yeast 92, RPL19A-GFP yeast 106, MEP2 TOR yeast 100, CIT2-GFP yeast 101, LAP4-GFP MLPCN 89 and proCasp7 act -1.
Screening COc1ccc(N(CC(=O)N2CCc3ccccc32)S(=O)(=O)c2c(C)nn(C)c2C)cc1 returned proCasp3 act 2, AHR activator 8, AGP1 TOR yeast 100, RPL19A-GFP yeast 101, MEP2 TOR yeast 94, CIT2-GFP yeast 101, LAP4-GFP MLPCN 100 and proCasp7 act -1.
`COC(=O)c1cc2sc(Cl)cc2n1CC(=O)NCC1CCCO1` (stereo not drawn) gave proCasp3 act -8, AHR activator 5, AGP1 TOR yeast 92, RPL19A-GFP yeast 96, MEP2 TOR yeast 99, CIT2-GFP yeast 100, LAP4-GFP MLPCN 90 and proCasp7 act 0.
For N/C(=N\OC(=O)c1cc(Br)ccc1Cl)c1cccnc1 the results were proCasp3 act -1, AHR activator 25, AGP1 TOR yeast 92, RPL19A-GFP yeast 94, MEP2 TOR yeast 93, CIT2-GFP yeast 106, LAP4-GFP MLPCN 96 and proCasp7 act -2.
Screening O=C(NN1CCOCC1)c1cc(-c2ccc(Br)cc2)nc2ccccc12 returned proCasp3 act -3, AHR activator 58*, AGP1 TOR yeast 102, RPL19A-GFP yeast 103, MEP2 TOR yeast 107, CIT2-GFP yeast 101, LAP4-GFP MLPCN 101 and proCasp7 act -6.
COC(=O)/C(=C\c1cccnc1)NC(=O)c1ccc(OCc2ccccc2)cc1 was read as proCasp3 act 3, AHR activator 0, AGP1 TOR yeast 100, RPL19A-GFP yeast 99, MEP2 TOR yeast 99, CIT2-GFP yeast 97, LAP4-GFP MLPCN 97 and proCasp7 act 1.
For O=C(O)c1cccc(C(=O)Cc2ccccc2)c1 the results were proCasp3 act -9, AHR activator 1, AGP1 TOR yeast 112, RPL19A-GFP yeast 105, MEP2 TOR yeast 104, CIT2-GFP yeast 102, LAP4-GFP MLPCN 105 and proCasp7 act -11.
Screening CCOc1ccc(Cc2onc3c2C(=O)CCC3)cc1OCC returned proCasp3 act 2, AHR activator 3, AGP1 TOR yeast 110, RPL19A-GFP yeast 91, MEP2 TOR yeast 101, CIT2-GFP yeast 112, LAP4-GFP MLPCN 103 and proCasp7 act 1.
`CC(Sc1nnc(N)s1)c1ccccc1Cl` (stereo not drawn) gave proCasp3 act 8, AHR activator -1, AGP1 TOR yeast 102, RPL19A-GFP yeast 101, MEP2 TOR yeast 110, CIT2-GFP yeast 100, LAP4-GFP MLPCN 106 and proCasp7 act 3.
`CCC(Sc1nc2ccccc2c(=O)n1CCN1CCOCC1)C(=O)NCc1cccnc1` (stereo not drawn) gave proCasp3 act -4, AHR activator 1, AGP1 TOR yeast 113, RPL19A-GFP yeast 114, MEP2 TOR yeast 109, CIT2-GFP yeast 103, LAP4-GFP MLPCN 114 and proCasp7 act 5.
`Cc1c(C(=O)NCC2CCCO2)oc2ccc(S(=O)(=O)N3CCCC3)cc12` (stereo not drawn) gave proCasp3 act -11, AHR activator 8, AGP1 TOR yeast 103, RPL19A-GFP yeast 100, MEP2 TOR yeast 103, CIT2-GFP yeast 99, LAP4-GFP MLPCN 102 and proCasp7 act -6.
